Source: PubChem BioAssay (several laboratories)
MgcRacGAP inhibition: MgcRacGAP GTPase-activating activity inhibitors, confirmation, biochemical, ADP Hunter fluorescence; one-dose inhibition, % at 30 µM; IC50 in µM for titrated hits; AID 624330; MgcRacGAP-stimulated Rac1 GTP hydrolysis, ADP Hunter fluorescence; higher % means a stronger effect; GST-tagged Rac1 F28L mutant substrate; 340,000 compounds, 0.6% hits;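 active means first-screen hits whose inhibition reached a set limit at any dose in the follow-up dose series; inconclusive means inhibition above the set first-screen limit but never retested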;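 further: fluorescence reports GDP produced by GAP-driven GTP hydrolysis; strong numbers were not always called active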
KOR beta-arrestin-1: kappa opioid receptor blockers – cell-based, luminescence, uHTS (AID 1778); KOR beta-arrestin recruitment, luminescence, antagonist mode; higher % means a stronger effect; one-dose inhibition, % at 10 µM; IC50 in µM for titrated hits; 290,000 compounds, 0.091% hits; further: strong numbers were not always called active
SV40 large T antigen: TAg ATPase/helicase activity blockers – biochemical (AID 1903). SV40 large T antigen ATPase/helicase inhibition assay; higher % means a stronger effect. one-dose inhibition, % at 20 µM; IC50 in µM for titrated hits. 310,000 compounds, 0.39% hits; in the data active means a potency from the dose series; inconclusive means inhibition mostly from about 32% at the one dose, without a potency; inactive means the rest, 99 in 100 with inhibition below about 32%; further: strong numbers were not always called active
KOR beta-arrestin-2: KOR agonists, beta-arrestin recruitment, primary screen, cell-based, luminescence, uHTS (AID 1777); 280,000 compounds, 0.02% hits; KOR beta-arrestin recruitment, luminescence; higher % means a stronger effect; activation, % at 10 µM, or EC50 in µM where a hit was titrated; in the data active means activation above about 50%, passing the limit was not always enough; further: a part of the inactive calls stands beside numbers as strong as those of hits
GPR55 LPI antagonism: GPR55 antagonists blocking LPI-driven arrestin recruitment, primary screen, imaging, U2OS, beta-arrestin-GFP, LPI agonist (AID 2013); U2OS GPR55 beta-arrestin-GFP translocation imaging, LPI antagonism; higher % means a stronger effect; one-dose inhibition, % at 10 µM; IC50 in µM for titrated hits; 290,000 compounds, 0.13% hits;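 active means spots per cell inhibited over 60%, with over 100 cells counted and total cytoplasm intensity under 500,000; inconclusive means wells with under 100 cells, flagged as likely toxic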;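 further: U2OS cells stably carrying GPR55 and arrestin-GFP stimulated by 5 µM LPI near EC80; imaged beta-arrestin-GFP aggregate spots per cell after agonist stimulation; plate controls were LPI-stimulated DMSO wells for no effect and DMSO wells without LPI for full effect; some results filed as inactive read as strong as hits; confirmed hits need IC50 under 10 µM and bright autofluorescent wells are also inconclusive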
NOD1 NF-kB reporter: NOD1 signaling inhibitors, primary screen, cell-based, luminescence, uHTS (AID 1578). NOD1-driven NF-kB luciferase reporter cells, luminescence; higher % means a stronger effect. one-dose inhibition, % at 4 µM; EC50 in µM for titrated hits. 290,000 compounds, 1% hits; in the data active means inhibition mostly above about 36%, no sharp cut-off; inactive means mostly below about 34%;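 further: HEK-293T reporter cells stimulated with the NOD1 agonist gamma-tri-DAP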
HEK293 NOD2/NF-kB: inhibition of NOD2-driven NF-kB reporter – cell-based, luminescence, uHTS, HEK293 (AID 1566) | 290,000 compounds, 0.63% hits | HEK293 NOD2/NF-kB luciferase reporter, luminescence; higher % means a stronger effect | one-dose inhibition, % at 4 µM; EC50 in µM for titrated hits; further: many of its hits are not listed in these tables
HIV peptide binding: cell-free HIV fusion peptide-binding blockers – biochemical, uHTS, fluorescence dequenching, primary screen (AID 1986). one-dose inhibition, % at 20 µM; IC50 in µM for titrated hits. 290,000 compounds, 0.3% hits. cell-free peptide binding, fluorescence dequenching, 30 min; higher % means a stronger effect; in the data active means inhibition mostly above about 52%, no sharp cut-off; inactive means mostly below about 76%; further: some results filed as inactive read as strong as hits
GPR55 activation: selective activators of receptor GPR55 – imaging, U2OS cells, beta-arrestin-GFP redistribution, primary screen (AID 1961). U2OS GPR55 beta-arrestin-GFP redistribution imaging; higher % means a stronger effect. activation, % at 10 µM, or EC50 in µM where a hit was titrated. 290,000 compounds, 0.048% hits;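 active means activation above 40% with more than 50 cells counted in the well; inconclusive means wells holding fewer than 50 cells, flagged as toxic or sparse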;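 further: U2OS osteosarcoma cells stably expressing GPR55 and beta-arrestin-GFP; plate controls were DMSO negative control for no effect and LPI positive control for full effect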
The depositor's hits bear a star; ? = inconclusive; / = no result given; [ ] = another dose, or the depositor's remark. Unless noted, no stated cut-off is given here; in the data, active means inhibition above about 50%; inactive means the rest.

Results follow in this order: MgcRacGAP inhibition | KOR beta-arrestin-1 | GPR55 LPI antagonism | GPR55 activation | NOD1 NF-kB reporter | HEK293 NOD2/NF-kB | SV40 large T antigen | HIV peptide binding | KOR beta-arrestin-2
- COc1ccc(N2CCC(CNC(=O)Nc3cccc(OC)c3)C2)cc1 (configuration not stated)
→ ? | 30% | 4% | 0.3% | -28% | 6% | 43µM* | 2.1% | 0.7%
- COC/C=C/C1=CC2=CC(=O)C(C)(OC(=O)c3ccco3)C(=O)C2=CO1 (configuration not stated)
→ / | 15% | 16% | 3.4% | -3% | 5% | 58% | 51%* | 5.0%
- COc1cccc(CNS(=O)(=O)c2c(C)[nH]c(C)c2C(=O)N2CCCCC2)c1
→ 4% | -22% | -9% | -0.2% | 9% | 10% | 11% | -0.4% | 0.1%
- COc1ccc(OC)c(CC(NC(C)=O)C(=O)NC2CCN(c3nc(C)cc(C)c3C#N)CC2)c1 (configuration not stated)
→ / | -21% | 3% | 0.4% | -2% | -4% | / | -1.6% | -5.5%
- O=C(OCCN1C(=O)c2cccc3c(N4CCOCC4)ccc(c23)C1=O)c1ccc(Cl)cc1Cl
→ 7% | -86% | 2% | 0.7% | -41% | 2% | 4% | 151% | -1.5%
- CCOc1ccc(Cn2c(=O)oc3ccc(C)cc32)cc1OC
→ 6% | 5% | 0% | -0.3% | 11% | 15% | 20% | -0.6% | -0.4%
- O=C(CSc1nnnn1-c1ccccc1)c1ccco1
→ 17% | 23% | 4% | -0.2% | -40% | -13% | 7% | -0.6% | -3.0%
- NC(=S)c1cc2cc(Br)ccc2oc1=O
→ 3% | 29% | -5% | 0.0% | 2% | 8% | 3% | 0.4% | -5.3%
- O=C1/C(=C\c2ccc(O)cc2)SC(=S)N1/N=C/c1ccc(O)cc1
→ 105µM* | 1% | 18% | 0.0% | 1% | 1% | 18% | 20% | -1.8%
- CC1CCCN(CCCNC(=O)C2CCC(CNS(=O)(=O)c3cccc4nsnc34)CC2)C1 (configuration not stated)
→ 8% | -23% | -1% | -0.2% | 3% | 5% | 8% | 0.8% | 9.5%
- CCOc1ccccc1CN1CCN(Cc2cccc3nonc23)CC1CCO (configuration not stated)
→ 4% | -13%[20 µM] | 8% | -0.1% | -35% | 14% | 26% | -1.5% | /
- CCOC(=O)/C(=N\Nc1cc(Cl)ccc1Cl)N1CC(C)OC(C)C1 (configuration not stated)
→ 11% | 19% | 11% | -0.1% | -5% | 13% | 4% | -0.7% | 0.1%
- Cc1ccc(S(=O)(=O)N2CCOCC2)cc1NC(=O)COC(=O)Cc1ccsc1
→ 12% | -3% | 5% | -0.2% | -7% | 11% | 7% | 0.8% | -2.9%
- CC1(C)CC(NC(=O)C23CCC(C)(C(=O)C2)C3(C)C)CC(C)(C)N1 (configuration not stated)
→ 5% | -14% | -3% | -0.2% | -21% | -2% | -3% | -1.9% | /
- COC(=O)CC1SC(=O)NC1=Nc1ccc(C)cc1 (configuration not stated)
→ 8% | -3% | 7% | -0.1% | / | -4% | 1% | 1.1% | -1.5%
- COC(=O)c1nnn(CC(=O)NC(=O)Nc2ccc(F)cc2)c1C(=O)OC
→ 9% | 4% | -5% | 0.1% | -45% | -3% | 5% | 2.6% | 2.9%
- N#CCSc1ccc(-c2nc3ccccc3[nH]2)cn1
→ 0% | -9%[20 µM] | 11% | -0.1% | -19% | -73% | -2% | -0.8% | /
- O=C(CSc1ncn[nH]1)c1cc2ccccc2o1
→ 0% | 6% | 2% | -0.3% | -14% | 5% | 10% | 2.8% | -2.0%
- CC(C)(C)N1C(=O)c2ccccc2NC(=O)N1Cc1ccc(Br)cc1
→ 2% | 3% | 17% | -0.1% | 21% | 15% | 3% | 2.9% | 1.3%
- Cc1cccc(C)c1NC(=O)Cn1nnc(-c2ccc(N3CCOCC3)cc2)n1
→ 4% | 4% | 24% | -0.1% | -20% | 7% | 12% | -2.1% | -6.1%
- CC1=CC(c2ccc(Cl)cc2)n2nc(NC(=O)CCCC(=O)O)nc2N1 (configuration not stated)
→ 7% | -14% | -7% | -0.1% | -8% | -8% | 4% | -0.4% | 0.1%
- COCCn1c(SCc2ccc(F)cc2)nc2c1c(=O)[nH]c(=O)n2C
→ 5% | -12% | 10% | -0.2% | -9% | 0% | 15% | 1.3% | -0.3%
- O=C(Nc1cccc2c1CCCC2)c1ccccc1F
→ 5% | -25% | -18% | -0.2% | -6% | -15% | 5% | -0.8% | 1.1%
- Cc1cc(NC(=O)CSc2nc3c(c(=O)n2CCc2ccccc2)SC(C)C3)no1 (configuration not stated)
→ 3% | 20% | 11% | 1.0% | -8% | 8% | 10% | -2.6% | -0.7%
- COc1cc(/C=N/NC(=S)Nc2cccnc2)cc(OC)c1O
→ 20% | 15% | 3% | -0.6% | -17% | 7% | 29% | -1.3% | -0.9%
- O=C(NCCc1ccccc1)C(=O)NCC1OCCN1S(=O)(=O)c1ccccc1 (configuration not stated)
→ -8% | 8% | 21% | -0.1% | -2% | 2% | 11% | 0.9% | 1.9%
- Cc1ccc(OCC(=O)NCc2ccco2)cc1C
→ 11% | -15% | 6% | 0.2% | -1% | 4% | 11% | 7.7% | -0.8%
- Cc1ccc(NN2C(=O)C=CC2=O)cc1
→ 7% | 2% | 4% | 0.1% | -19% | 6% | 3% | 3.7% | 1.2%
- FC(F)(F)c1ccnc(Oc2ccc(C3=NCCS3)cc2)c1
→ 6% | 19% | 2% | -0.2% | -4% | -125% | 9% | -1.2% | -0.3%
- Cc1ccc(S(=O)(=O)c2nc(Nc3ccccc3C#N)sc2Cl)cc1
→ 2% | 8% | 2% | -0.1% | -16% | 5% | 0% | 1.0% | 16%
- Cc1ccc(-n2nc3c(c2NC(=O)CCC2CCCCC2)CS(=O)C3)cc1 (configuration not stated)
→ 6% | -10% | 10% | -0.1% | -7% | -4% | 1% | -3.6% | -1.0%
- CNC(=S)NNC(=O)c1ccc(=O)n(Cc2cccc(C(F)(F)F)c2)c1
→ / | 4% | 3% | -0.3% | -17% | 5% | 17% | -3.9% | -2.9%
- CC(C)CC(=O)N(c1nnc(-c2cccnc2)s1)C1CCCC1
→ 3% | 7% | -10% | 0.2% | -21% | 15% | 1% | -1.1% | -0.5%
- O=C(O)C(Nc1nc(C(F)(F)F)nc2ccccc12)c1ccccc1 (configuration not stated)
→ 11% | -13% | 13% | -0.1% | 0% | 12% | 9% | 5.2% | 0.8%
- Cc1cc(/C=C2/C(=O)N(C)C(=S)N2C)c(C)n1C1CC1
→ 10% | 0% | -10% | 0.1% | -17% | 21% | 3% | 8.3% | 1.2%
- CC1CC1C(=O)OCC(=O)Nc1ccccc1Oc1ccccc1 (configuration not stated)
→ 6% | 2% | 10% | 0.1% | 8% | 8% | 0% | -1.8% | -1.4%
- Cc1ccc2c(c1)C=CC(C#N)N2C(=O)c1ccccc1 (configuration not stated)
→ 12% | / | -3% | -0.4% | -19% | -8% | 11% | 0.9% | -2.7%
- CC1(NC(=O)NCc2ccccc2)CCS(=O)(=O)C1 (configuration not stated)
→ 10% | -33%[20 µM] | 8% | -0.1% | -18% | 1% | / | -0.4% | /
- CCOC(=O)c1cn(CC(=O)Nc2ccc(C(C)C)cc2)nn1
→ 4% | -15% | -2% | -0.1% | 6% | 5% | 17% | -1.5% | 5.4%
- COc1ccc(OC)c(CNC(=O)CCn2c(=O)c3cccn3c3ccc(F)cc32)c1
→ -17% | -37% | 11% | -0.1% | -10% | -2% | 14% | -1.3% | -1.6%
- CN(C)S(=O)(=O)Oc1cc(Cl)ccc1C(=O)Nc1ccc(F)cc1F
→ 5% | -2% | -2% | 0.5% | -11% | 10% | -4% | -0.9% | -3.4%
- COc1ccc(Br)cc1S(=O)(=O)N1CCN=C1c1ccccc1
→ 0% | -2% | -2% | -0.1% | -3% | 22% | 10% | 0.1% | -0.5%
- COC(=O)c1ccc(COc2ccc(C(C)(C)C)cc2)o1
→ 12% | 13% | -5% | -0.3% | 2% | 12% | 20% | -1.5% | -8.3%
- CCOC(=O)c1ccc(-c2csc(NC(=O)CN3CCC(C)CC3)n2)cc1
→ 6% | 15% | -1% | -0.2% | -16% | 3% | 22% | 4.1% | -5.2%
- CCOC(=O)c1ccc(Nc2cc(C)nc(N3CCOCC3)n2)cc1
→ 8% | 13% | 27% | -2.3% | 18% | 18% | 12% | -1.0% | -2.5%
- CCOC(=O)c1[nH]c(C)c(C(=O)NCCC2=CCCCC2)c1C
→ 21% | -9% | 2% | -0.3% | 1% | -19% | 2% | -0.4% | 3.5%
- Cc1ccc(S(=O)(=O)N2CCOC2CNC(=O)C(=O)NCc2ccncc2)cc1 (configuration not stated)
→ -4% | 15% | 4% | -0.1% | 2% | 18% | 3% | -1.3% | 0.6%
- O=C(Nc1ncnc2c1CCC2)C12CC3CC(CC(C3)C1)C2
→ 3% | 9% | 8% | -0.1% | 0% | 8% | 2% | 0.5% | -0.9%
- O=C1CCCC2=C1C(c1ccsc1)CC(=O)N2c1ccccc1 (configuration not stated)
→ 5% | 2% | 0% | 0.5% | -15% | -7% | 7% | 0.2% | -0.8%
- O=C1/C(=C/c2ccc(Cl)cc2)SC(=S)N1CCC(=O)N1CCCCC1CCO (configuration not stated)
→ 12% | -12% | 0% | -0.1% | -19% | 1% | 12% | 0.5% | 1.9%
- COc1cc(C(=O)Nc2ccc(C)cc2)c(-n2cnnn2)cc1OC
→ 2% | -27% | 0% | 0.6% | -40% | 7% | 9% | 0.2% | -0.2%
- O=C(O)Cc1ccc(NCc2ccccc2Cl)cc1
→ 5% | -30% | -4% | -0.4% | 33% | 12% | 2% | -1.6% | 0.6%
- Cc1ccc(S(=O)(=O)c2cc3c(=O)n4ccccc4nc3n(Cc3ccco3)c2=N)cc1
→ -9% | -3% | 16% | -0.2% | / | 1% | 34% | 26% | 10%
- COc1ccccc1C(=O)NNC1=NS(=O)(=O)c2ccccc21
→ 5% | -23%[20 µM] | -5% | -0.3% | -33% | 0% | 4% | 0.5% | 0.3%
- CNC(=O)c1c(NC(=O)c2ccco2)sc2c1CCC2
→ 9% | -10% | 0% | -0.1% | -34% | 12% | 17% | -1.2% | 17%
- CC(C)C(OC(=O)c1cccs1)C(=O)NC1CCCCC1 (configuration not stated)
→ 9% | 15% | 16% | -0.4% | -13% | 5% | 21% | 3.4% | -1.5%
- Cc1ccc(NC(=O)C2CCCN(C(=O)c3ccc(Cl)cc3)C2)cc1S(=O)(=O)N1CCOCC1 (configuration not stated)
→ 1% | 1% | -6% | 0.0% | -2% | 13% | 1% | 0.1% | -2.9%
- CC(C)CNC(=O)c1ccc(Cl)c(N)c1
→ / | -30% | -1% | -0.2% | -31% | 6% | 8% | -1.5% | -2.1%

Only part of the results is shown (hit frequency here may not be typical).
